# Screening data from PubChem.
# Arr AP2 block: inhibitors of beta-arrestin/AP2 binding, primary screen, biochemical, GPCR trafficking, flow cytometry | beta-arrestin 1 C-terminal peptide binding to AP2 beta2-adaptin appendage (human) | FITC-arrestin peptide / GST-AP2 beads; AP2 beta2 appendage carries R879A mutation | inhibition, % at 10 µM | 0.31% of 340,000 active | AID 504490, 2011;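 active means inhibition above a set limit, near 3 SD of compounds lacking own fluorescence, cut at about 54% in these data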;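 further: plate controls were DMSO wells for no effect and 5 µM unlabelled arrestin peptide for full effect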
#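 Material – GST-tagged AP2 beta2-adaptin appendage (R879A) on 4 µm glutathione beads · Probe or stimulus – fluorescein-tagged arrestin peptide at 50 nM final · Timing – 12 min plus 1 h, RT · Detection – bead flow cytometry, FITC channel · Read-out basis – inhibition as reduced fluorescein signal on beads, percent · Medium – PBS plus Tween 20 (0.05%) and BSA (0.1%)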
# MOR-DOR ag: agonists of OPRM1-OPRD1 heterodimerization, primary screen, cell-based, luminescence. Mu-type opioid receptor (Homo sapiens) + Delta-type opioid receptor (Homo sapiens), …. cells. activation, % at 9.3 µM. 0.3% of 340,000 active; in the data active means activation above about 18%;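 further: 0% = vehicle-treated cells and 100% = reference agonist; values of inactives mirror those of a sister screen read the other way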
# DAGLB inhibitor: DAGLB lipase inhibitors, primary screen, biochemical, fluorescence, HTS | Diacylglycerol lipase-beta (Homo sapiens), Q8NCG7 | HEK293T DAGLB membrane lysate, EnzChek fluorogenic substrate | inhibition, % at 5.17 µM | 0.059% of 340,000 active; in the data active means inhibition above about 34%;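 further: 0% = enzyme with vehicle and 100% = wells lacking enzyme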
# HTR5A inv ag: HTR5A inverse agonists in luminescence cell assay, primary screen, counter-screen for OPRM1-OPRD1 heterodimer inverse agonist project, full-deck HTS | 5-hydroxytryptamine receptor 5A (Homo sapiens), P47898 | HTR5A cell line, inverse agonism | inhibition, % at 9.3 µM | 0.083% of 340,000 active | AID 504634, 2011; in the data active means inhibition mostly above about 23%, no sharp cut-off; inactive means mostly below about 18%;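 further: 0% = cells with DMSO and 100% = no-cell wells with DMSO; some compounds called inactive have numbers as strong as hits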
# Target sequence (P47898 whole entry, looked up): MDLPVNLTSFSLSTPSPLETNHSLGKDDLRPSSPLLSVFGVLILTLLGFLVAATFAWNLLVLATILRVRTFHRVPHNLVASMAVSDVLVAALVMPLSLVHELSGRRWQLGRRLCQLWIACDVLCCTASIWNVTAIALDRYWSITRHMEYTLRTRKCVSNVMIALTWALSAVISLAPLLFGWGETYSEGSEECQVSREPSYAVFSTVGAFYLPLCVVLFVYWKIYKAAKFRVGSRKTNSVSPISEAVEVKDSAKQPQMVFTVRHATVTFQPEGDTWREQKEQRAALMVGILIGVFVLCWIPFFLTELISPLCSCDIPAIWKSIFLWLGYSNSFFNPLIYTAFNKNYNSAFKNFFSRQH
# PKA-R1A act: activators of PKA-R1A holoenzyme, primary screen, biochemical, fluorescence polarization, Cy5-IP20, bovine R1A, mouse PKAc; cAMP-dependent protein kinase type I-alpha regulatory subunit (Bos taurus) + …; PKA-R1A dissociation; scaled: DMSO 0%, 113 µM cGMP 100%; activation, % at 11.4 µM; 0.083% of 340,000 active; AID 504707, 2011;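 active means percent activation above the mean of all tested compounds plus 3 SD, cut at about 19% in these data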;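 further: higher means more PKAc released from R1A so a rise in polarization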
# OPRM1-OPRD1 inv: inverse agonists of MOR-DOR heterodimerization, primary screen, cell-based, luminescence. cell-based MOR-DOR heterodimer luminescence, inverse agonism. inhibition, % at 9.3 µM. 0.21% of 340,000 active. AID 504357, 2011; in the data active means inhibition above about 22%, passing the limit was not always enough;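 further: 0% = cells with DMSO and 100% = wells without cells with DMSO; values of inactives mirror those of a sister screen read the other way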
# DSG3 Ab inh: inhibitors of pemphigus antibody binding to DSG3, primary screen, biochemical, bead-based, flow cytometry, scFv-GFP; binding (percent of control), % at 10 µM; AID 588358, 2011; DSG3-coupled beads, scFv-anti-DSG3-GFP binding; hits give low values; 0.48% of 310,000 active;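 active means binding more than 3 SD below its plate's average and above zero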;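 further: hits lower antibody fragment binding to DSG3; some compounds called inactive have numbers as strong as hits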
# V-ATPase pH: regulators of yeast V-ATPase proton pumping, primary screen, pHLuorin cytosolic pH fluorescence; S. cerevisiae; response, % at 10 µM; 0.37% of 350,000 active; in the data active means response mostly above about 7.3%, no sharp cut-off; inactive means mostly below about 5.4%; further: actives read high; inactives centre near 0; some compounds called inactive have numbers as strong as hits; reference of the scale not given here
# PKA-R2B activ: activators of PKA-R2B holoenzyme, primary screen, biochemical, fluorescence polarization, Cy5-IP20, human; activation, % at 11.4 µM; PKA-R2B holoenzyme dissociation; R2B truncated from residue 108, S112A mutant; 0% DMSO only, 100% 113 µM cGMP; 0.079% of 340,000 active;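 active means activation above a cutoff set at the mean over all compounds plus 3 SD, cut at about 18% in these data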;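 further: higher means more holoenzyme dissociation and a rise in polarization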
# Target sequence (P31323 whole entry, looked up, other chains not shown, the tested form may be a part): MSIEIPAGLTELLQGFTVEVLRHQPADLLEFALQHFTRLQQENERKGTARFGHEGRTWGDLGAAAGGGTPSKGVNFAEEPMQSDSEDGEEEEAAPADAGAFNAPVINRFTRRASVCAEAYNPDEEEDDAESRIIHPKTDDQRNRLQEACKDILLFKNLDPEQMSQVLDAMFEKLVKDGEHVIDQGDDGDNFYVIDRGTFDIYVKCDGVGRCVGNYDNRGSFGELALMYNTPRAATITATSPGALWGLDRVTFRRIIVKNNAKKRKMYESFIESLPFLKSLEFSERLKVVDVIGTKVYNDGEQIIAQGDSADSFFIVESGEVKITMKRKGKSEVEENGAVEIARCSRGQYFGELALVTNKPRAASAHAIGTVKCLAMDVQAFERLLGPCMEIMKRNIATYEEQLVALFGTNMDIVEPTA
# HTR5A ag: HTR5A agonists in luminescence cell assay, primary screen, counter-screen for OPRM1-OPRD1 heterodimer agonist project, full-deck HTS | cell-based | 0.61% of 340,000 active | 5-hydroxytryptamine receptor 5A (Homo sapiens), P47898 | activation, % at 9.3 µM; in the data active means activation mostly above about 9.5%, no sharp cut-off; inactive means mostly below about 7.6%;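 further: 0% = cells with vehicle only and 100% = reference agonist; strong numbers were not always called active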
# Active calls of the source: *; · = no result given; & = joins results of further samples.
1. O=Cc1c(NCCN2CCCC2)c2ccccc2[nH]c1=O
2. O=C1c2ccccc2CN1CCNC(=S)NC1CCCCC1
3. CCOC(=O)C1(CC2CCCCO2)CCN(Cc2cccnc2)CC1 (stereo unspecified)
4. CC(C)Nc1nc(NC(C)C)nc(Oc2ccc(=O)n(C)n2)n1
5. COC(=O)c1ccc(COc2ccccc2OC)o1
6. CCCN1C(C)C(C(=O)OCC)=CN(Cc2ccc(Br)cc2)S1(=O)=O (stereo unspecified)
7. Cc1ccc(-c2cc(C(=O)O)c3cc(Br)ccc3n2)s1
8. CN(CC(=O)Nn1cnnc1)S(=O)(=O)c1cc(Cl)ccc1Cl
compound no.	1	2	3	4	5	6	7	8
Arr AP2 block	-11	-2	4	-2	-10	-13	12&5	7
MOR-DOR ag	-2.6	-1.3	-1.6	1.3	-1.8	0.4	-1.4&-3.1	-1.0
DAGLB inhibitor	2	-1	0	-3	-2	-17	5&7	2
HTR5A inv ag	4	4	-2	-5	1	0	15&0	23
PKA-R1A act	12	-1	-9	-2	-9	-9	-7&1	-11
OPRM1-OPRD1 inv	12	6	8	-7	8	-2	7&15	6
DSG3 Ab inh	98	101	99	105	96	97	102	98
V-ATPase pH	-1	2	0	0	-2	0	1&2	6
PKA-R2B activ	-11	-2	-5	-8	0	1	-10&-7	3
HTR5A ag	-1	-2	1	2	0	0	-4&0	2

# Next part, starting with the last four of the part before.
5. COC(=O)c1ccc(COc2ccccc2OC)o1
6. CCCN1C(C)C(C(=O)OCC)=CN(Cc2ccc(Br)cc2)S1(=O)=O (stereo unspecified)
7. Cc1ccc(-c2cc(C(=O)O)c3cc(Br)ccc3n2)s1
8. CN(CC(=O)Nn1cnnc1)S(=O)(=O)c1cc(Cl)ccc1Cl
9. NS(=O)(=O)c1ccc(CCNC(=O)c2cc3ccccc3oc2=O)cc1
10. Cc1ccc(S(=O)(=O)N(CCC(=O)NCC(c2ccccc2)N(C)C)c2ccccc2)cc1 (stereo unspecified)
11. CCOC(=O)NNC1CC(=O)N(c2ccc(OC)cc2)C1=O (stereo unspecified)
12. COc1ccc(OCCn2cc(C=O)c3ccccc32)cc1
13. Cc1cccc(NC(=S)NCc2ccccc2Cl)c1C
14. CSCC[C@H](NC(=O)[C@H]1CC[C@H](CNC(=O)[C@@H]2CCCN2)CC1)C(=O)O
15. CCCn1c(SCC(=O)N2CC(=O)Nc3ccccc32)n[nH]c1=O
16. CC1CCCC(NC(=O)CSc2nnc(N)s2)C1C (stereo unspecified)
compound no.	5	6	7	8	9	10	11	12	13	14	15	16
Arr AP2 block	-10	-13	12&5	7	2	-5	11	-20	8	6	5	11
MOR-DOR ag	-1.8	0.4	-1.4&-3.1	-1.0	-1.4	1.7	1.3	-1.7	-2.5	-2.2	-3.0	-1.0
DAGLB inhibitor	-2	-17	5&7	2	1	-5	0	0	-1	-6	-1	1
HTR5A inv ag	1	0	15&0	23	-6	12	19	-16	12	4	6	1
PKA-R1A act	-9	-9	-7&1	-11	3	4	0	-14	3	-4	3	0
OPRM1-OPRD1 inv	8	-2	7&15	6	8	-6	-7	8	12	10	15	6
DSG3 Ab inh	96	97	102	98	105	105	95	100	101	113	·	103
V-ATPase pH	-2	0	1&2	6	8	-2	2	-1	-3	0	-2	0
PKA-R2B activ	0	1	-10&-7	3	-5	1	-9	-5	-1	-3	0	0
HTR5A ag	0	0	-4&0	2	6	0	-4	4	-3	-1	-2	-4

17. CC1CCCCN1C(=O)c1ccc(C(=O)Nc2ccc(F)cc2)cc1 (stereo unspecified)
18. Cc1csc(NC(=O)NCC2CCCC(CNC(=O)Nc3nc(C)cs3)C2)n1 (stereo unspecified)
19. Cc1nn(-c2ccccc2)c2nc3c(cc12)C(=O)CCC3
20. Cc1cc2oc(=O)cc(-c3ccccc3)c2c(C)c1-c1ccc(CO)cc1
21. O=C(Cn1nnc(-c2ccccc2NC(=O)c2ccccc2F)n1)NCc1ccco1
22. Cn1c(=O)c2c(nc(Oc3cccc(O)c3)n2C)n(C)c1=O
23. COc1ccc(C(CNC(=O)c2oc3cc(Br)ccc3c2C)N2CCCCC2)cc1 (stereo unspecified)
24. O=C(OCCN1CCOCC1)c1cccc(F)c1
compound no.	17	18	19	20	21	22	23	24
Arr AP2 block	-8	-3	8	-4	-5	22	39	32
MOR-DOR ag	-3.1	0.1	2.1	-2.3	0.1	-1.6	-0.9	-3.4
DAGLB inhibitor	-1	5	-8	-7	3	-2	-1	-3
HTR5A inv ag	-1	-2	12	17	17	4	-17	-6
PKA-R1A act	-3	5	9	-1	5	8	3	-9
OPRM1-OPRD1 inv	18	-1	-11	11	-1	8	5	16
DSG3 Ab inh	98	112	109	100	·	109	115	103
V-ATPase pH	-1	2	-3	-5	11	8	10	3
PKA-R2B activ	-4	-5	7	-6	-5	-12	10	2
HTR5A ag	3	3	1	-5	0	-2	-4	2

25. COc1ccc(C(=O)OC/C(O)=C(\C#N)c2nc3ccccc3[nH]2)cc1S(=O)(=O)N1CCOCC1
26. CCCCNC(=O)CCn1nc(-c2ccc(Cl)cc2)c2ccccc2c1=O
27. CC1(C)CC(=O)C=C(Nc2cc(-c3ccccc3)[nH]n2)C1
28. S=c1[nH]nc(-c2cccs2)n1/N=C/c1cn(-c2ccccc2)nc1-c1ccccc1
29. CCc1ccccc1NC(=O)c1cc(C)no1
30. COc1ccc(NC(=O)c2coc(C)c2)cc1
31. Cc1ccc(S(=O)(=O)N(C)c2ccccc2C(=O)N2CCOCC2)cc1
32. N#Cc1ccccc1Cn1c(=O)n(CCCC(=O)NCc2ccc3c(c2)OCO3)c(=O)c2ccccc21
compound no.	25	26	27	28	29	30	31	32
Arr AP2 block	-7	-5	6	37	4	16	-7	-15
MOR-DOR ag	-1.1	-4.6	-3.0	2.0	-0.6	-3.0	-1.0	-0.9
DAGLB inhibitor	3	-1	1	-3	3	-1	0	-1
HTR5A inv ag	-7	-33	-6	10	7	-12	8	-12
PKA-R1A act	-4	-1	-8	-14	7	3	-5	0
OPRM1-OPRD1 inv	5	23	14	-10	3	16	7	5
DSG3 Ab inh	98	·	104	·	96	105	100	·
V-ATPase pH	2	1	0	-4	1	0	2	-2
PKA-R2B activ	5	-11	-8	-5	-9	2	-15	-3
HTR5A ag	3	0	-2	-3	-2	4	-1	6

33. O=[N+]([O-])c1cc(CN2CCCCCC2)ccc1O
34. N=c1c(C(=O)NCCc2ccccc2)cc2c(=O)n3ccccc3nc2n1Cc1ccco1
35. COC(=O)Cc1c(O)ccn(Cc2ccc(F)cc2)c1=O
36. O=S(=O)(/C=C/c1ccccc1)N1CCOCC1
37. Cc1ccc(SSc2cc(C)ccc2N)c(N)c1
38. Cc1ccc([N+](=O)[O-])c(OCCN2CCCCCC2)c1
39. COC(=O)[C@H](Cc1ccccc1)NC(=O)N1CCN(c2ccccc2)CC1
40. O=C(NC1CCS(=O)(=O)C1)c1ccc(-c2ccc(Br)cc2)o1 (stereo unspecified)
compound no.	33	34	35	36	37	38	39	40
Arr AP2 block	12	-10	3	-16	17	-5	39	0
MOR-DOR ag	-1.8	-1.1	-0.6	-2.8	3.3	0.7	-1.2	-1.6
DAGLB inhibitor	1	2	-4	0	-17	1	-2	1
HTR5A inv ag	16	12	-3	-14	-19	7	1	8
PKA-R1A act	-13	0	4	2	12	-9	3	-10
OPRM1-OPRD1 inv	9	8	4	14	-19	-5	6	10
DSG3 Ab inh	112	·	110	94	65*	106	·	122
V-ATPase pH	0	-5	3	-4	2	3	1	-4
PKA-R2B activ	-5	-2	3	-2	-3	0	1	-1
HTR5A ag	-3	-5	1	-3	11	-3	-1	-4

41. COc1ccc2cc(CCNC(=O)C(C)(C)C)c(=O)[nH]c2c1
42. COCCCNC(=O)c1ccc(CNS(=O)(=O)c2ccc(NC(C)=O)cc2)cc1
43. CCN(C(=O)COC(=O)c1ccc(Cl)nc1)C1CCS(=O)(=O)C1 (stereo unspecified)
44. Cc1ccc(C(=O)CCC(=O)N2CCC(C(N)=O)CC2)s1
45. CC(OC(=O)CCC(=O)N1CCN(S(=O)(=O)c2ccc3ccccc3c2)CC1)C(=O)NC(N)=O (stereo unspecified)
46. CCOC(=O)Cn1cc(Cl)cc(C(=O)Nc2ccccc2)c1=O
47. Cc1ccccc1-n1ncc2c1CC(C)(C)CC2NC(=O)c1snnc1C (stereo unspecified)
48. O=C(COC(=O)c1ccccn1)c1ccc([N+](=O)[O-])cc1
compound no.	41	42	43	44	45	46	47	48
Arr AP2 block	5	2	4	-1	7	6	0	-12
MOR-DOR ag	-0.9	3.0	-1.3	-2.8	2.4	-1.1	-2.4	-3.0
DAGLB inhibitor	1	0	-1	-1	-3	-2	0	0
HTR5A inv ag	-13	24	25	-17	-37	9	12	-15
PKA-R1A act	3	-2	6	-6	3	2	-8	11
OPRM1-OPRD1 inv	5	-18	7	11	-20	5	12	17
DSG3 Ab inh	99	111	94	·	105	95	·	111
V-ATPase pH	-2	1	1	-2	4	1	1	0
PKA-R2B activ	7	1	-4	10	4	15	3	-2
HTR5A ag	5	2	3	6	1	-3	1	4

49. COC(=O)c1ccccc1NC(=O)Nc1ccc2c(c1)OCO2
50. O=C1NC2(CCCCCC2)C(=O)N1Cc1ccc(F)cc1Cl
51. CCOC(=O)C1CCN(C(=O)CN2C(=O)c3ccccc3Sc3ncccc32)CC1
52. COC(=O)C1=C(CN2CCCc3ccccc32)NC(=O)NC1c1ccc(F)cc1 (stereo unspecified)
53. NS(=O)(=O)c1ccc(NS(=O)(=O)c2cccs2)cc1
54. Cn1c(CNC(=O)c2ccc(Cl)cc2)nnc1SCC(=O)Nc1sc2c(c1C#N)CCCC2
55. COc1ccc2c(CSc3nnc(-c4cccnc4)n3-c3ccccc3F)cc(=O)oc2c1
compound no.	49	50	51	52	53	54	55
Arr AP2 block	7	-5	3	-2	-12	-9	0
MOR-DOR ag	-1.2	3.3	-3.5	0.0	-2.1	-1.3	-0.9
DAGLB inhibitor	0	-4	0	0	3	-1	0
HTR5A inv ag	2	0	-3	-18	6	-24	26
PKA-R1A act	-10	-8	-7	5	-3	-10	-7
OPRM1-OPRD1 inv	8	-18	18	0	13	7	5
DSG3 Ab inh	·	106	97	106	95	·	109
V-ATPase pH	3	-4	0	1	3	1	0
PKA-R2B activ	3	-3	-6	-7	-10	-1	6
HTR5A ag	1	0	-1	3	2	0	3
